RXFP1 antag – blocks the human relaxin receptor RXFP1; HEK293-RXFP1, relaxin-stimulated cAMP HTRF, 30 min; active compounds read low; 350,000 compounds, 0.59% hits; activity change, negative = inhibition, % at 57.5 µM;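 active = activity change of -60% or lower, but not beyond a set lower limit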
Target sequence (Q9HBX9 whole entry, looked up): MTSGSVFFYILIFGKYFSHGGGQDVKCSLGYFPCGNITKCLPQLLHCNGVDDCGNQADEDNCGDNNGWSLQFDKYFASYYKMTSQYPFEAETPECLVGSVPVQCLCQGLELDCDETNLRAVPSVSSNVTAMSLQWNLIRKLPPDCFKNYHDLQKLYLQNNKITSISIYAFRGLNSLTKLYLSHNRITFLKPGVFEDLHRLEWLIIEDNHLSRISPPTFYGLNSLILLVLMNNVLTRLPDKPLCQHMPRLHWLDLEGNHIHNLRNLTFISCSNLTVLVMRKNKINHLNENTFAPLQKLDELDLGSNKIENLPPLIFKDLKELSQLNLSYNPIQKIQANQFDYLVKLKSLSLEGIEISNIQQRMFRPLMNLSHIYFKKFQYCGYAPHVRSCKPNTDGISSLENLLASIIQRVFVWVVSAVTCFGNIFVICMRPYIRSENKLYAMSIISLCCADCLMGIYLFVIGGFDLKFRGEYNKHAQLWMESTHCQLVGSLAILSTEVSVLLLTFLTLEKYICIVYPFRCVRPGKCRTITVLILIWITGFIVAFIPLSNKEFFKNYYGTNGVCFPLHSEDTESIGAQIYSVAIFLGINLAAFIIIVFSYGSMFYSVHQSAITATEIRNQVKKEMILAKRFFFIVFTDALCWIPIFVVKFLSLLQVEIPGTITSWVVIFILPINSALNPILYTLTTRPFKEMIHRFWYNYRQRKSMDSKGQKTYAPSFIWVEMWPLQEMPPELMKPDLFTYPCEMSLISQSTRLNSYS
Active calls of the source: *; & = joins results of further samples. % is scaled to controls: 0 for no effect and ±100 for the full control effect. Only part of the results is shown; count on the stated rates, not on these rows.

CN=C(NC#N)Nc1ccc(C2=NNC(=O)CC2C)cc1 (configuration not stated)
  RXFP1 antag: 12

CCn1c(=O)c2c(nc(C=Cc3ccc(OC)c(OC)c3)n2C)n(CC)c1=O
  RXFP1 antag: -11

CCCC(=O)Nc1ccc(O)c(C(C)=O)c1
  RXFP1 antag: -1

COC(=O)Nc1nc2ccc(S(=O)c3ccccc3)cc2[nH]1 (configuration not stated)
  RXFP1 antag: -38

CCOc1c(N2CCOCC2)cnn(C)c1=O
  RXFP1 antag: -12

NC(=O)NC(=O)Cc1ccccc1
  RXFP1 antag: 13

COC(=O)Nc1nc2ccc(C(=O)C3CC3)cc2[nH]1
  RXFP1 antag: 15

CCCCN(CCCC)CC(O)c1cc(Cl)cc2c1-c1ccc(Cl)cc1/C2=C/c1ccc(Cl)cc1 (configuration not stated)
  RXFP1 antag: -18

CO/N=C(\C(=O)N[C@@H]1C(=O)N2C(C(=O)O)=C(Cn3nnc(C)n3)CS[C@H]12)c1csc(N)n1
  RXFP1 antag: 10

CN1CCN(c2cc3c(cc2F)c(=O)c(C(=O)O)cn3-c2ccc(F)cc2)CC1
  RXFP1 antag: -19

As entered above:
Result of CO/N=C(\C(=O)N[C@@H]1C(=O)N2C(C(=O)O)=C(Cn3nnc(C)n3)CS[C@H]12)c1csc(N)n1 in RXFP1 antag: 10
Result of CCn1c(=O)c2c(nc(C=Cc3ccc(OC)c(OC)c3)n2C)n(CC)c1=O in RXFP1 antag: -11

Continuation:
Cc1cnc(NS(=O)(=O)c2ccc(N)cc2)nc1
  RXFP1 antag: 15

Cc1ccc(C(=O)C(C)CN2CCCCC2)cc1 (configuration not stated)
  RXFP1 antag: -2

CCCCC(=O)O[C@]1(C(=O)CO)[C@@H](C)C[C@H]2[C@@H]3CCC4=CC(=O)C=C[C@]4(C)[C@@]3(F)[C@@H](O)C[C@@]21C
  RXFP1 antag: -9

O=C(Nc1ccc([N+](=O)[O-])cc1)Nc1ccc([N+](=O)[O-])cc1
  RXFP1 antag: -9

Cc1ccc(Nc2c(F)cccc2Cl)c(CC(=O)O)c1
  RXFP1 antag: -29

C[C@@H]1CC(=O)NN=C1c1ccc(NN=C(C#N)C#N)cc1
  RXFP1 antag: -14&-35

COC(=O)c1ccccc1C(=O)c1ccc(OCCN2CCCCC2)cc1
  RXFP1 antag: 18

Cc1c(C(C)C)c(=O)n(-c2ccccc2)n1C
  RXFP1 antag: 19

Cc1ccc(-n2nc(C(C)(C)C)cc2NC(=O)Nc2ccc(OCCN3CCOCC3)c3ccccc23)cc1
  RXFP1 antag: -10

C=CC(=O)Nc1cc2c(Nc3ccc(F)c(Cl)c3)ncnc2cc1OCCCN1CCOCC1
  RXFP1 antag: -10

2 records drawn at random from those above, as already listed:
Cc1c(C(C)C)c(=O)n(-c2ccccc2)n1C
  RXFP1 antag: 19

Cc1ccc(C(=O)C(C)CN2CCCCC2)cc1 (configuration not stated)
  RXFP1 antag: -2

Going on with the list.
N#C/C(=C1\SCC(c2ccccc2Cl)S1)n1ccnc1 (configuration not stated)
  RXFP1 antag: 17

CCOCCOC(=O)/C=C/c1ccc(OC)cc1
  RXFP1 antag: 32

NC(=O)c1ccc([N+](=O)[O-])cc1Cl
  RXFP1 antag: 2

CN1CCC(Nc2ncc3ncnc(Nc4ccc(F)c(Cl)c4)c3n2)CC1
  RXFP1 antag: -20

CC(C)(C(=O)c1cccnc1)c1cccnc1
  RXFP1 antag: 9

CCCc1ncc(C(=O)O)s1
  RXFP1 antag: 0

CCCCCCCCCCOCC(O)CN (configuration not stated)
  RXFP1 antag: -23

CN1CCN(C(=O)C2CCCCC2)CC1
  RXFP1 antag: -5

CCC(=O)O[C@]1(C(=O)COC)[C@@H](C)C[C@H]2[C@@H]3CCC4=CC(=O)C=C[C@]4(C)C3(F)[C@@H](O)C[C@@]21C (some centres not stated)
  RXFP1 antag: -31

Cc1nc2c([nH]1)c(=O)n(C)c(=O)n2Cc1ccco1
  RXFP1 antag: 13

Structural class: those above containing a carbonyl joined to an NH by a bond outside any ring
CCCC(=O)Nc1ccc(O)c(C(C)=O)c1
  RXFP1 antag: -1

COC(=O)Nc1nc2ccc(S(=O)c3ccccc3)cc2[nH]1 (configuration not stated)
  RXFP1 antag: -38

NC(=O)NC(=O)Cc1ccccc1
  RXFP1 antag: 13

COC(=O)Nc1nc2ccc(C(=O)C3CC3)cc2[nH]1
  RXFP1 antag: 15

CO/N=C(\C(=O)N[C@@H]1C(=O)N2C(C(=O)O)=C(Cn3nnc(C)n3)CS[C@H]12)c1csc(N)n1
  RXFP1 antag: 10

O=C(Nc1ccc([N+](=O)[O-])cc1)Nc1ccc([N+](=O)[O-])cc1
  RXFP1 antag: -9

Cc1ccc(-n2nc(C(C)(C)C)cc2NC(=O)Nc2ccc(OCCN3CCOCC3)c3ccccc23)cc1
  RXFP1 antag: -10

C=CC(=O)Nc1cc2c(Nc3ccc(F)c(Cl)c3)ncnc2cc1OCCCN1CCOCC1
  RXFP1 antag: -10

NC(=O)c1ccc([N+](=O)[O-])cc1Cl
  RXFP1 antag: 2

(further entries)
COC(=O)/C=C(/C)N
  RXFP1 antag: 6

CCN1CC(CCN2CCOCC2)C(c2ccccc2)(c2ccccc2)C1=O (configuration not stated)
  RXFP1 antag: -8

CC(=O)OCC(=O)C1(O)CCC2C3CCC4=CC(=O)C=CC4(C)C3(F)C(O)CC21C (configuration not stated)
  RXFP1 antag: -10

Nc1ccc(S(=O)(=O)NCc2ccccc2)cc1
  RXFP1 antag: 17

CCC(C)n1ncn(-c2ccc(N3CCN(c4ccc(OC[C@H]5CO[C@](Cn6cncn6)(c6ccc(Cl)cc6Cl)O5)cc4)CC3)cc2)c1=O (some centres not stated)
  RXFP1 antag: -27

CN1C(=O)CC(C)(c2ccccc2)C1=O (configuration not stated)
  RXFP1 antag: 17

COc1ccccc1OC(=O)Oc1ccccc1OC
  RXFP1 antag: 7&16

CC(C)(C)CC(=O)OCC(=O)[C@@]1(O)CC[C@H]2[C@@H]3CCC4=CC(=O)C=C[C@]4(C)[C@H]3[C@@H](O)C[C@@]21C
  RXFP1 antag: -19

Cc1cccc(C)c1NC(=O)c1cc(S(N)(=O)=O)c(Cl)cc1O
  RXFP1 antag: -6

O=C(O)c1c(O)c(-c2ccccc2)nc2ccccc12
  RXFP1 antag: -17

COc1cc2[nH]c(=O)[nH]c(=O)c2cc1OC
  RXFP1 antag: -10

c1ccc(CNCCNCc2ccccc2)cc1
  RXFP1 antag: 8

Compound activity (PubChem BioAssay)
